M1 ag parental = nonselective activator or artifact in parental CHO-K1 cells; Fluo-8 calcium fluorescence; scaled to maximal ATP response, vehicle zero; activation, % at 3 µM; 0.48% of 360,000 active; in the data active means activation above about 15%;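 further: untransfected CHO-K1 host cells lacking M1 receptor as counterscreen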
V1R ag counter = V1a receptor agonism, counter-screen for OXTR agonists. CHO-V1R cells, Fluo-8 calcium fluorescence, agonist mode; 0% DMSO, 100% 3 nM vasopressin. P37288. 0.25% of 320,000 active. activation, % at 3 µM;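 active means activation above the mean activation of all tested compounds plus 3 SD, per screening run, cut at about 20% in these data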;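 further: signal is peak over basal fluorescence ratio across a 100 second FLIPR read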
CHO-K1 Ca antag = counter-screen for M1 antagonists: effect in parental CHO-K1 cells | 0.6% of 360,000 active | ATP-induced calcium, Fluo-8 fluorescence | inhibition, % at 3 µM;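 active means inhibition above a per-plate cutoff, the plate's mean sample inhibition plus 3 SD, cut at about 24% in these data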;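 further: 0% = DMSO plus EC80 ATP and 100% = DMSO alone without ATP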
CHO-K1 Ca PAM = nonselective activator or artifact in parental CHO-K1 calcium assay | 0.02% of 360,000 active | activation, % at 3 µM | ATP EC20, Fluo-8 calcium fluorescence; 0% at ATP EC20, 100% at ATP max;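 active means activation above the run cutoff, the mean activation of all test compounds plus 3 SD, cut at about 40% in these data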;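 further: peak over basal fluorescence ratio in a 140 s read after ATP addition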
CHO parental Ca = counter-screen: ATP calcium response change in parental CHO cells. 0.63% of 330,000 active. parental CHO-K1, ATP-induced calcium, Fluo-8 fluorescence. inhibition, % at 5.6 µM;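 active means inhibition above that plate's mean sample inhibition plus 3 SD, cut at about 26% in these data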;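 further: 0% = ATP-challenged DMSO wells and 100% = DMSO wells without ATP; some compounds past the cut are filed as inactive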
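Assay system: parental CHO cells; Read-out basis: percent inhibition of ATP-evoked calcium rise, normalized to controls; Benchmarks: ATP and no-ATP DMSO wells; Compound dosing: single nominal dose of 5.6 µM per compound; Signal: Fluo-8 calcium dye fluorescence; Also added: ATP as calcium-mobilizing challenge; Repeats: singlicate.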
CHRM1 agonist = agonists of human M1 muscarinic receptor | P11229 | CHO-K1 hM1, Fluo-8 calcium fluorescence, agonist mode; 0% DMSO, 100% acetylcholine EC100 | activation, % at 3 µM | 0.33% of 360,000 active | AID 588814;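 active means activation above the run's mean compound activation plus 3 SD, cut at about 16% in these data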;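 further: peak over basal fluorescence ratio within a 140 s kinetic read after compound addition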
Target sequence (P11229 whole entry, looked up): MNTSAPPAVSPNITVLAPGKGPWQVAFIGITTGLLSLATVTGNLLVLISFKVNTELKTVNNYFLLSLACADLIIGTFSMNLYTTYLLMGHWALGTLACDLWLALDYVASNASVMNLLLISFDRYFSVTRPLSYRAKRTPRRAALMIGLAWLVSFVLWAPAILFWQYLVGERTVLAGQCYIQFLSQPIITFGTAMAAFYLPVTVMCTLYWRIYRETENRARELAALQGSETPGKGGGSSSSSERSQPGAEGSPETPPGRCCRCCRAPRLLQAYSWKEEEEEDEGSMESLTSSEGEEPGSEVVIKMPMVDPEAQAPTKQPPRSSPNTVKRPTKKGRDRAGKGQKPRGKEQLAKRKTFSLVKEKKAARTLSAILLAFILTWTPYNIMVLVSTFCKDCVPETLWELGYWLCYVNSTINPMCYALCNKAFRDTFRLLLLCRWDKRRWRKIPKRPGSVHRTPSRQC
OXTR potentiate = potentiates the human oxytocin receptor response; CHO-OTR cells, Fluo-8 calcium fluorescence, potentiator mode; 0% = oxytocin EC15, 100% = EC100; P30559; 0.061% of 320,000 active; activation, % at 3 µM;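 active means activation above that plate's cutoff, the mean activation of tested compounds plus 3 SD, cut at about 6.6% in these data, passing the limit was not always enough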;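 further: 100% uses oxytocin at 75 nM as the full agonist control; some results filed as inactive read as strong as hits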
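Material: human OTR in CHO cells. Compound: 3.0 µM, one dose. Timing: compound 6 min at room temperature before oxytocin, 100 s read. Evaluation: % activation of max/min ratio relative to oxytocin controls. Replication: single well per compound, singlicate. Signal: Fluo-8 calcium dye fluorescence.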
TAAR1 ag = human TAAR1 agonism. activation, % at 3 µM. Q96RJ0. CHO RD-HGA16 TAAR1, Fluo-8 calcium fluorescence; vehicle wells 0%, saturating PEA agonist 100%. 0.99% of 360,000 active;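 active means activation above the mean activation of all test compounds in the run plus 3 SD, cut at about 38% in these data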
Target sequence (Q96RJ0 whole entry, looked up): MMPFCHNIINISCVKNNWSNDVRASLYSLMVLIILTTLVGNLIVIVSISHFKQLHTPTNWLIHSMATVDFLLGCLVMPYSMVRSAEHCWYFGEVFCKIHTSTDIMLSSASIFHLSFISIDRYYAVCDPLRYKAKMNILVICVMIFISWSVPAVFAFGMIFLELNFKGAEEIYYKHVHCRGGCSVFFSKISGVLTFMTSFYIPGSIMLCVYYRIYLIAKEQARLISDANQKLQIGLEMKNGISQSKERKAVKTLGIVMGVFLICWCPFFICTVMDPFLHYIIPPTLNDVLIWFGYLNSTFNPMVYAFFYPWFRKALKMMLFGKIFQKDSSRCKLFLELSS
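System: CHO RD-HGA16 cells carrying human TAAR1 plus Gα16; Incubation: 17-24 h seeding, 75 min 37 °C dye, 30 min RT; Measured by: Fluo-8 fluorescence, 5 s baseline then 140 s kinetic read; Control set: DMSO and PEA EC100; Replication: single well for each compound.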
TAAR1 antag = antagonists of human TAAR1. 1.5% of 360,000 active. inhibition, % at 3 µM. Q96RJ0. CHO RD-HGA16 TAAR1, Fluo-8 calcium fluorescence, antagonist. AID 624466;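 active means inhibition above a per-plate cutoff, the mean inhibition of test compounds on that plate plus 3 SD, cut at about 49% in these data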;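 further: 0% = DMSO plus EC80 beta-PEA response and 100% = DMSO alone without agonist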
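Material: CHO RD-HGA16 cells bearing hTAAR1; compound dosing: one-point dosing, 3 µM nominal final; schedule: dye loading 75 min at 37 °C, then 30 min room temperature; measured by: calcium fluorescence with Fluo-8; control set: vehicle and agonist controls; replication: n of 1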
* hit, by the source's call; . = not tested or not shown.

Below each compound – M1 ag parental, V1R ag counter, CHO-K1 Ca antag, CHO-K1 Ca PAM, CHO parental Ca, CHRM1 agonist, OXTR potentiate, TAAR1 ag, TAAR1 antag
1. CCn1c(O)c(/C=N/N=C2CCCC2)c2ccc(C3=NNC(=O)CC3)cc21
  0.5, 0.7, -3, 14, -9, -3, 4, 6, 4
2. COCCN(CCOC)c1ncnc2c1cnn2-c1ccc(Cl)cc1
  1.2, -1.0, -35, 16, -20, -8, 2, -1, -5
3. O=[N+]([O-])c1ccc(Cl)c(CN2CCSCC2)c1
  0.0, -1.1, 6, 1, -5, -7, -1, 2, -16
4. CC(C)NC(=O)c1sc2nc(-c3cccs3)cc(-c3cccs3)c2c1N
  ., 0.2, ., ., -9, ., -4, 6, 8
5. O=S1(=O)CCN(C2CC2)CC1
  0.6, ., -15, 20, ., -2, ., 2, -4
6. CC(C)NC(=O)c1noc2cc([N+](=O)[O-])ccc12
  0.4, 0.5, -4, 11, -5, -2, -9, 10, -5
7. CN(C)S(=O)(=O)c1cccc(NC(=O)CC23CC4CC(CC(C4)C2)C3)c1
  0.7, 2.1, 3, -3, -25, -5, 1, 1, 7
8. CC(C)CCCN1C(Nc2ccccc2)=NC[C@@H]1Cc1ccccc1
  2.7, 1.2, 0, 11, -30, -10, 0, ., .
9. COc1ccc(OCCN(C)Cc2c(O)ccc3ccccc23)cc1
  1.2, 2.8, -13, 11, -13, -1, -7, 6, -9
10. COc1cccc(C(=O)O/N=C(\N)c2ccccn2)c1OC
  1.4, 1.2, -15, 10, -10, -6, -3, 6, -28
11. Oc1c(Cl)cc(Cl)cc1C(C#Cc1ccccc1)N1CCOCC1 (configuration not stated)
  0.3, 2.1, -15, 20, -11, -2, -7, 8, 2
12. CCCCNC(=O)COC(=O)c1ccc(F)cc1Cl
  -0.2, 0.1, 6, -4, -1, -1, -5, 7, -7
13. CCCOc1ccc(/C=C/c2[nH]c(=O)[nH]c(=O)c2[N+](=O)[O-])cc1OCC
  0.0, 0.7, 3, -3, -12, -2, -1, 0, -4
14. CC(C)(C)C(=O)OCc1nc(-c2ccc(O)c(O)c2)cs1
  0.8, 1.3, -8, 1, -7, 1, -5, 1, -9
15. Cc1noc(NS(=O)(=O)c2ccc(NC(=O)CSc3nc4c(cc3C#N)CCC4)cc2)c1C
  0.1, 0.0, 10, -8, 5, -2, -4, 6, -17
16. CN(C)c1nc(Cl)nc2c1nc(Cl)n2C1CCCCO1 (configuration not stated)
  0.1, ., 0, 18, ., -5, ., 1, -17
17. CC(=O)c1ccc(NC2OC(C)C(O)C(O)C2O)cc1 (configuration not stated)
  1.2, 1.6, -4, 21, -3, -2, -6, 0, -9
18. CC(=O)N1CCN(c2ccc(NC(=O)c3ccc(C)c([N+](=O)[O-])c3)cc2)CC1
  1.6, 1.7, -6, 15, 8, 0, -1, 8, 2
19. O=C(CNC(c1ccccc1)c1ccccc1)Nc1c(F)cccc1F
  -0.5, -1.3, 17, -6, -31, -8, -4, 0, -13
20. O=C(c1ccccc1)c1cccn1CC(=O)N1CCN(c2ccccc2)CC1
  0.9, 0.5, -6, 19, -24, -2, -15, -1, 11
21. CC(C)(C)NC(=O)COC(=O)c1cc(Br)ccc1Cl
  -0.1, -0.3, -2, -9, -3, -6, -14, -2, 11
22. CCOC(=O)C1OC2(CCCC2)OC1C(=O)OCC (configuration not stated)
  1.2, ., -18, 25, ., 0, ., 2, -5
23. CC1CN(C(=O)C2(C)CC2(Cl)Cl)CC(C)O1 (configuration not stated)
  -0.4, 0.3, 4, 2, 3, -4, -9, 1, -6
24. Cc1cccc(C)c1NC(=O)CSC(=S)N1CCCC1
  0.4, -0.2, -2, 6, -3, -6, -17, 1, 8
25. CCOCCCNC(=O)C(c1ccc(OC)cc1)N(Cc1ccc2c(c1)OCO2)C(=O)c1ccccc1O (configuration not stated)
  1.0, 1.3, 6, -3, -35, -5, -16, 14, 9
26. Cc1ccc(C(=O)N/C(=C\c2ccc(Cl)cc2)C(=O)NCCCN2CCOCC2)cc1
  0.4, 2.3, -11, 15, -7, -8, 5, 2, -14
27. CCN(CC)S(=O)(=O)c1ccc(N2CCN(CCOc3ccc(OC)cc3)CC2)nc1
  9.3, 7.7, -5, 13, 1, 1, -6, 1, -12
28. COc1ccc(S(=O)(=O)N(C)CC(=O)NCCC2=CCCCC2)cc1C
  0.3, -0.7, -13, 5, -21, -7, -8, 0, -3
29. COc1ccc(Br)c(C(=O)Nc2cccc(Cl)c2Cl)c1
  -0.4, 0.6, 31*, -14, -21, -8, -5, -2, -4
30. CC1(C)CNC(=O)CC(C)(C)N1O
  0.2, 1.2, -23, 16, -7, -1, 2, 1, -9

Look-ups from above.
CHO-K1 Ca antag with `CCN(CC)S(=O)(=O)c1ccc(N2CCN(CCOc3ccc(OC)cc3)CC2)nc1` = -5
TAAR1 antag with `CC(C)NC(=O)c1sc2nc(-c3cccs3)cc(-c3cccs3)c2c1N` = 8

New compounds follow
Below each compound – M1 ag parental, V1R ag counter, CHO-K1 Ca antag, CHO-K1 Ca PAM, CHO parental Ca, CHRM1 agonist, OXTR potentiate, TAAR1 ag, TAAR1 antag
31. O=[N+]([O-])c1ccc(/C=N/Nc2nc(N3CCCCC3)nc(N3CCCCC3)n2)o1
  0.9, -0.8, 3, -5, -9, -6, -7, 0, 9
32. CC(=O)N1c2ccc(S(=O)(=O)NCC3CCC(C(=O)NCc4ccco4)CC3)cc2CC1C (configuration not stated)
  0.8, -0.8, -8, -9, -9, -4, -17, 1, -11
33. COc1ccc(-c2c[n+]3c(n2-c2ccccc2)SCC3)cc1
  0.3, 1.9, -6, 11, -3, -9, -1, 1, -3
34. Cc1cccc(N2C(=O)CC(Sc3nc(-c4ccccc4)c4cc(Cl)ccc4n3)C2=O)c1 (configuration not stated)
  0.1, 1.3, -7, 16, -20, -4, -11, 4, -27
35. Cc1cc(C)c(NC(=S)NC(CO)(CO)CO)c(C)c1
  0.7, 0.6, -5, 4, 1, -1, 5, 7, -13
36. C=CCN(CC=C)CC(O)CN(c1cc([N+](=O)[O-])ccc1OC)S(=O)(=O)c1ccccc1 (configuration not stated)
  -0.1, -0.3, -9, 1, -11, -9, -4, 1, -20
37. Cc1ccc(Nc2nc(-c3ccc(C)cc3)c(CC(=O)O)s2)cc1
  4.1, 0.7, 3, 2, -2, 1, -1, 1, 2
38. COc1cccc(CNC(=O)[C@@H]2CCCN2C(=O)[C@@H]2CCCN2C(=O)c2ccccc2)c1
  -0.3, ., 22, -12, ., ., ., 0, -10
39. Cc1nn(CC(=O)OCC(=O)c2ccccc2)c(C)c1[N+](=O)[O-]
  0.9, 6.1, -12, 7, -14, -1, -3, 1, -25
40. Cc1cc([N+](=O)[O-])ccc1NC(=O)c1cncc(Br)c1
  1.2, 0.2, -2, 22, -11, -5, 1, 0, -8
41. Cc1ccc2c(c1)NC(=O)c1cc([N+](=O)[O-])ccc1O2
  0.4, 1.2, -11, 11, -9, -1, -18, 3, 3
42. CCCNC(=O)c1cc(C2CCCN(C(=O)c3ccc(NC(C)=O)cc3)C2)on1 (configuration not stated)
  0.8, ., 2, 0, ., 1, ., 2, -13
43. COc1ccc(CNC(=O)C2(C)Cc3c(-c4ccccc4)ccnc3O2)cc1OC (configuration not stated)
  0.7, ., -1, -1, ., -4, ., -3, 3
44. N#Cc1cn(CCOC(=O)c2cccc(C(F)(F)F)c2)c(=O)[nH]c1=O
  0.7, 1.6, 37*, -13, -8, -3, -7, 5, 14
45. CCNC(=O)C1(C)CCCN(C(=O)c2ccc(C(F)(F)F)nc2C)C1 (configuration not stated)
  0.3, ., 11, -7, ., -4, ., 3, -23
46. COc1ccc(CN2CCN(CCCc3ccccc3)C(CCO)C2)c(OC)c1 (configuration not stated)
  0.4, 5.8, -1, -1, -4, -10, 1, 1, -22
47. O=C(Nc1cc(S(=O)(=O)N2CCOCC2)ccc1N1CCOCC1)c1ccccc1F
  0.0, 0.1, -3, 2, -8, -3, -4, 6, 2
48. O=C(CSc1nc2ccccc2o1)Nc1nc2c(s1)CCCC2
  6.5, ., 13, -18, ., 0, ., 0, -21
49. Cc1cc(C)c(S(=O)(=O)NCCc2ccccc2)c(C)c1
  4.3, -0.6, -6, 20, -13, -8, -4, 46*, 0
50. CN(C)CCN1C(=O)C(=O)/C(=C(/O)c2ccc(S(=O)(=O)N3CCOCC3)cc2)C1c1ccccc1 (configuration not stated)
  -0.1, 0.8, 0, 4, 5, -6, -5, 11, -25
51. Cc1nn(-c2ccccc2)c(N)c1C(O)(CC(=O)C(F)(F)F)C(F)(F)F (configuration not stated)
  0.7, 0.7, -11, 28, -1, -4, -7, 1, -5
52. Cc1cccc(NC(=S)NNC(=O)c2sccc2C)c1
  0.7, 0.9, -11, -6, -11, 0, -1, 11, -14
53. NC(=O)c1ccc(NC(=O)CCNC(=O)c2ccco2)cc1
  0.2, 1.1, -11, 20, -3, -1, -2, 0, 1
54. COc1cccc(CNC(=O)CCC2CCCN(C(=O)CCn3cncn3)C2)c1 (configuration not stated)
  0.3, 0.5, -9, 5, -15, -1, 4, 0, -12
55. CCOC(=O)N1CCN(C(=O)c2ccc3c(=O)n(-c4ccc(OC)cc4OC)c(=S)[nH]c3c2)CC1
  0.5, 0.2, -19, 25, -11, -3, 0, -3, -8

Compounds 1 to 3, quoted:
Below each compound – M1 ag parental, V1R ag counter, CHO-K1 Ca antag, CHO-K1 Ca PAM, CHO parental Ca, CHRM1 agonist, OXTR potentiate, TAAR1 ag, TAAR1 antag
1. CCn1c(O)c(/C=N/N=C2CCCC2)c2ccc(C3=NNC(=O)CC3)cc21
  0.5, 0.7, -3, 14, -9, -3, 4, 6, 4
2. COCCN(CCOC)c1ncnc2c1cnn2-c1ccc(Cl)cc1
  1.2, -1.0, -35, 16, -20, -8, 2, -1, -5
3. O=[N+]([O-])c1ccc(Cl)c(CN2CCSCC2)c1
  0.0, -1.1, 6, 1, -5, -7, -1, 2, -16
